# Source: PubChem (National Center for Advancing Translational Sciences (NCATS))
# PNC assembly inh – blocks assembly of the perinucleolar compartment; PC3M PTB-GFP, PNC prevalence imaging, 16 h; active compounds read low; activity change (PNC), negative = inhibition, % at 10 µM; 3.1% of 140,000 active;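 active means readout at or below -70, meaning at least 70% loss of cells showing the perinucleolar compartment, a nuclear body marking cancer cells; inconclusive means readout between -30 and a set limit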;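 further: plate controls were DMSO wells for no effect and camptothecin positive control wells for full effect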
#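 Compounds are pinned in duplicate onto adhered PC3M cells stably expressing GFP-tagged PTB and incubated 16 h at 37 C. Cells are then fixed, nuclei stained with Hoechst, and PNC-positive cells counted.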
# ALOX15B inhib – blocks human 15-lipoxygenase 2 activity | O15296 | purified 15hLO-2, xylenol orange hydroperoxide absorbance | Potency, µM (top dose mostly 57.1 µM), inactives show at the top dose activity change, negative = inhibition, hits mostly inhibitors | 0.56% of 110,000 active | AID 881; further: potency means the concentration at half of the fitted maximal effect; nearly all actives have a fitted effect of over 60% in size; many of its hits are not listed in these tables
# Target sequence (O15296 whole entry, looked up): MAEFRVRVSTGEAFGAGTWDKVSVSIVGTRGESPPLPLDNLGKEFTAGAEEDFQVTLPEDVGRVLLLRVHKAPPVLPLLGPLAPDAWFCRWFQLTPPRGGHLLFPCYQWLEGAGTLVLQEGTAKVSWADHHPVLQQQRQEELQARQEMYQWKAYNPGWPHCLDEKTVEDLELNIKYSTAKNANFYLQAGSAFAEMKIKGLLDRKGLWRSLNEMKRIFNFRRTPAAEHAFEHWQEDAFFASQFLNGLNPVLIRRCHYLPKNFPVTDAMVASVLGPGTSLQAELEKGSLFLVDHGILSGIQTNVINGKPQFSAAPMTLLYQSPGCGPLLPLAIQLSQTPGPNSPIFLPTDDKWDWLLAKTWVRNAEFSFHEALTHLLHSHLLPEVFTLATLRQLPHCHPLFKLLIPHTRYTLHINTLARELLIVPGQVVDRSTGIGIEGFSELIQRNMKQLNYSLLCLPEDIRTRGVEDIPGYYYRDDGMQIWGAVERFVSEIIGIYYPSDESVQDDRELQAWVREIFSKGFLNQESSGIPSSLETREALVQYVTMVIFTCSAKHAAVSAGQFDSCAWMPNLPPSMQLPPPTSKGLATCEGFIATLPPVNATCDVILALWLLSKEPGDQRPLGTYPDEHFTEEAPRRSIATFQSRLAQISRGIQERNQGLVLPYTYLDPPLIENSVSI
#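 Read-out: hydroperoxide product oxidises ferrous iron, measured as xylenol orange complex via the 573-to-405 nm absorbance ratio after 30 min. Reaction: 50 nM enzyme, 15 min compound preincubation, 45 uM arachidonic acid, 90 min RT, Hepes pH 7.5 with Triton X-100.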
# IMPase cell inh – cell-permeable inhibitors of inositol monophosphatase (IMPase). P97697. 120,000 tested, under 10 active. inhibition (IP1 accumulation), % at 46.1 µM. CHO-M1 cells, IP1 accumulation, HTRF TR-FRET ratio; active means well fitted curve in the direction sought with a large enough effect in the signal ratio, not every such curve was filed as active; inconclusive means small, poorly fitted or top-dose-only effect, or a change in a side signal; inactive means no such curve, though single readings can be large or run the other way; the % refers to the signal ratio;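 further: cells stimulated with carbachol in lithium chloride buffer; plate controls were DMSO basal wells for no effect and reference inhibitor wells for full effect; higher means more IMPase inhibition seen as more IP1 and lower FRET ratio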
# Target sequence (P97697 whole entry, looked up): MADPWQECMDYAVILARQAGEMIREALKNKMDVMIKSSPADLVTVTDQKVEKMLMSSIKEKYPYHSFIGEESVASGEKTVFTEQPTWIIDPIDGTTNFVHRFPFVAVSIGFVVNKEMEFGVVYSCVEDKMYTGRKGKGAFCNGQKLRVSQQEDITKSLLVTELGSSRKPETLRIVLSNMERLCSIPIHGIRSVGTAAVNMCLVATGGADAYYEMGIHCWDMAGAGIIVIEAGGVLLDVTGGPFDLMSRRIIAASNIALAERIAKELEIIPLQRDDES
#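 CHO-M1 cells (CHO stably expressing M1 receptor), compound up to 46 uM final, stimulated with carbachol (50 uM as added) in buffer with 50mM LiCl, pH 7.4, 30 min at 37C. Cytosolic IP1 read by TR-FRET; AC50 from Hill fits.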
# 12-hLO inh – inhibitors of human 12-lipoxygenase (ALOX12). P18054. purified 12-hLO, xylenol orange hydroperoxide absorbance. Potency, µM (series often up to 57.1 µM), without a hit: top-dose activity change, negative = inhibition, usual class: inhibitors. 0.12% of 150,000 active. AID 1452; further: potency means the concentration at half of the fitted maximal effect; nearly all actives have a fitted effect of over 55% in size; many of its hits are not listed in these tables
#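 Purified human 12hLO (150 nM final) was preincubated with compounds for 15 min at room temperature in 25 mM Hepes pH 7.0, 0.01% Triton X-100, then reacted with 40 uM arachidonic acid for 30 min. Hydroperoxide was detected with ferrous iron/xylenol orange.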
# An asterisk follows results filed as active; ? = inconclusive; . = no result given; & = joins results of further samples; [ ] = another dose, or the depositor's remark. Unless noted, the call rests on the fitted dose curve; in most records, active means well fitted curve in the direction sought with a large enough effect; inconclusive means small, poorly fitted or top-dose-only effect, or another doubt; inactive means no such curve, though single readings can be large; an effect the other way counts as inactive or inconclusive. Unless noted, on the % scale 0 is the no-effect control and ±100 the full control effect. This is a subset. The share of hits here may be higher or lower than overall.
PNC assembly inh	Compound	ALOX15B inhib	IMPase cell inh	12-hLO inh
-5	COc1ccccc1-c1nc(-c2ccccn2)no1	4%	-3	1%
?	COc1ccc(Cn2ccc(=O)c(Cc3c(Cl)cccc3Cl)c2C)cc1	-6%	0	2%
17	COc1cc(OC)cc(C(=O)NN2CCCCC2)c1	-3%	6	-1%
?	CC(=O)NC1=NN(C(C)=O)C(C)(c2ccc(Cl)s2)S1 (centres undefined)	.	9	5%
26	Cc1nnc(SCCC(=O)Nc2ccc(F)cc2)s1	15%	-5	-6%
-17	CCCCCCc1cc2cc(S(=O)(=O)c3ccc(F)c(Cl)c3)c(=O)oc2cc1O	.	-5	1%
11	O=C(Cc1ccc2c(c1)OCCO2)N1CCN(S(=O)(=O)c2cccc(C(F)(F)F)c2)CC1	.	.	-2%
.	CC(=O)CC(c1ccccc1)c1c(O)c2ccccc2oc1=O (centres undefined)	-4%	.	3%
21	O=C(CSc1ncc(-c2ccccc2)n1CC1CCCO1)N1CCCCC1 (centres undefined)	-2%	11	4%
?	COc1cc(Cl)c(S(=O)(=O)N2CCOCC2)cc1Cl	-2%	1	-1%
17	Cc1ccc2c(c1)NCC(C(=O)NCc1ccccc1)O2 (centres undefined)	.	.	-2%
96	O=[N+]([O-])c1cc([N+](=O)[O-])c(N2CCCCCC2)cc1NCCO	-6%	-9	-11%
30	Cc1cc(C)nc(N(C#N)CN2C(=O)c3ccccc3S2(=O)=O)n1	3%	1	-3%
1	O=C(CN1CCN(c2ccccc2)CC1)Nc1ccccc1C(F)(F)F	1%	4	-4%
21	Nc1nc(CSc2nc3ccccc3s2)nc(Nc2ccccc2)n1	.	?	-1%
-26	Cc1ccc(S(=O)(=O)NN2C(=O)c3ccccc3NC2C)cc1 (centres undefined)	.	.	-1%
20	O=C(Nc1ccccn1)c1c(O)c2cccc3c2n(c1=O)CCC3	-1%	2	-13%
.	O=C(O)C1CCNCC1	-6%	0	3%&-3%
-27	CCN1C(=O)c2cccc3c(S(=O)(=O)Nc4ccccc4)ccc1c23	-13%	-6	-14%
11	Cc1ncoc1C(=O)Nc1cccc(Cl)c1	4%	3	-9%
-11	Cc1c(C(=O)C(=O)NCCc2ccc(S(N)(=O)=O)cc2)c2ccccc2n1C	.	.	3%
-4	Cc1cc(C(=O)Cn2nnc(-c3ccc(Cl)cc3)n2)c(C)n1-c1ccccc1	.	6	1%
-2	CO/N=C/NC(=O)C1=NOC(CNc2ncc(C(F)(F)F)cc2Cl)C1 (centres undefined)	-3%	?	-5%
50	CNCC(O)COc1ccccc1 (centres undefined)	0%	-11	-2%
38	CC(C)(O)[C@@H]1Cc2c(ccc3ccc(=O)oc23)O1	.	.	-3%
-112*	COC(=O)c1ccc(CSc2ccccc2C)o1	1%	2	-26%
.	CCN(CC)CCn1c(-c2ccccc2)nc2c(N3CCOCC3)nc(C)nc21	16%	.	0%
5	CCOC(=O)c1cc2c(=O)n3ccccc3nc2n(Cc2ccccc2Cl)c1=N	-19%	-7	-5%
24	CNc1nc(Oc2ccc(=O)n(C)n2)nc(N2CCOCC2)n1	4%	2&5	-4%
?	Cc1cc(C)c(NC(=O)CS(=O)CC(=O)N2CCN(c3ccccc3)CC2)c(C)c1 (centres undefined)	5%	-7	-7%
25	CCOC(=O)c1[nH]c2ccc(F)cc2c1NC(=O)CN1CCc2cc(OC)c(OC)cc2C1	6%	6	-1%
-3	COc1ccc(OC2OC3COC(c4ccco4)OC3C(O)C2NC(C)=O)cc1 (centres undefined)	.	1	2%
75	Cc1cc(=O)n2c3ccccc3n(CC(O)CN3CCCC3)c2c1C#N (centres undefined)	6%	15	8%
50	COc1ccccc1OCCC(=O)OCC(=O)Nc1cccc(Br)c1	.	-4	-1%
37	COc1ccc(-c2ccc(CCC(=O)O)n2C(C)C)cc1	-15%	6	-23%
-16	CC(C)CC(c1nnnn1Cc1ccccc1)N1CCC(C(N)=O)CC1 (centres undefined)	.	22	0%
?	COCCNC(=O)COc1ccccc1Cl	-6%	0	-8%
-29	O=C(NCc1ccco1)c1cc(C(=O)C2CCCCC2)c[nH]1	.	-1	5%
23	CCc1ccccc1NC(=O)COC(=O)C1CC(=O)N(c2ccc(F)cc2)C1 (centres undefined)	-3%	7	-1%
-83*	CCOC(=O)C1=C(c2ccccc2)N2CCS(=O)(=O)N=C2S1	9%	-3	-1%
-3	N#CC(C(=O)NC1CCCCC1)c1nc2ccccc2nc1N1CCN(c2ccc(F)cc2)CC1 (centres undefined)	-3%	-4	-5%
26	COc1ccc(C)cc1-n1nnnc1SCc1cn2ccsc2n1	14%	13	-5%
?	Cc1n[nH]c(C)c1Cc1ccc(C(=O)O)cc1	-4%	-3	2%
-17	Cn1cnnc1SCC(=O)OCN1C(=O)c2ccccc2C1=O	-1%	-1	5%
?	O=C(CSC1=NC(=O)C(Cc2ccccc2)C(=O)N1)Nc1ncccn1 (centres undefined)	-3%	10	0%
50	Cc1ccc(NC(=O)CSc2nc(O)cc(=O)n2C)cc1	-9%	-1	-29%
-6	COc1ccccc1N1CCN(S(=O)(=O)CC23CCC(CC2=O)C3(C)C)CC1 (centres undefined)	-9%	-4	-1%
-27	COc1ccccc1CNc1nc2nc(C)c(Cl)c(=O)n2[nH]1	1%[11.4 µM]	-2[1.84 µM]	-1%
-98*	CC(C)(C)C(=O)CSc1nc2ncc(Br)cc2[nH]1	4%	-2	-2%
18	Cc1nnc(SCC(=O)N2CCc3ccccc32)s1	1%[11.4 µM]	7[1.84 µM]	-2%

# Three entries from above, sorted by length of the SMILES, lowest first.
PNC assembly inh	Compound	ALOX15B inhib	IMPase cell inh	12-hLO inh
-98*	CC(C)(C)C(=O)CSc1nc2ncc(Br)cc2[nH]1	4%	-2	-2%
-6	COc1ccccc1N1CCN(S(=O)(=O)CC23CCC(CC2=O)C3(C)C)CC1 (centres undefined)	-9%	-4	-1%
-3	N#CC(C(=O)NC1CCCCC1)c1nc2ccccc2nc1N1CCN(c2ccc(F)cc2)CC1 (centres undefined)	-3%	-4	-5%

# (more compounds)
PNC assembly inh	Compound	ALOX15B inhib	IMPase cell inh	12-hLO inh
37	COc1ccc2cc(C(c3nnnn3C3CCCC3)N3CCCCCC3)c3nnnn3c2c1 (centres undefined)	.	-1	7%
?	O=C(Nc1cccc(NC(=O)c2ccc(-c3ccc(Br)cc3)o2)c1)c1ccco1	.	.	-7%
30	COC(=O)c1ccc(C2C(Oc3ccccc3)C(=O)N2CCc2ccc(F)cc2)cc1 (centres undefined)	-7%	7	-1%
?	CCN1C(=O)c2cccc3c(N)ccc1c23	-26%	?	-10%
0	COCCn1c(=NC(=O)c2nc3ccccc3s2)sc2cc(S(C)(=O)=O)ccc21	.	12	-1%
?	c1ccc(Cc2nnc3sc(-c4ccncc4)nn23)cc1	9%	-4	1%
-13	Clc1ccsc1-c1ccc2ccccc2n1	0%	-11	5%
-24	CCOC(=O)c1cc(CNC(=O)c2c(C)oc3c2CCCC3)c(C)o1	8%	-1	-6%
6	Cc1cc(C)cc(NC(=S)NCc2cccs2)c1	.	.	-4%
.	COc1ccc(C(=O)N2CCC3(CC2)CCN(c2ccccc2)CC3)cc1	0%	.	-2%
-18	CCCN1C(=O)c2ccccc2NC1c1ccc(OC)cc1OC (centres undefined)	2%	0	-2%
42	CN(C)C(=O)N1CCC(C(=O)NCC2CCCO2)CC1 (centres undefined)	2%	-2	3%
14	CCN(CC)C(=O)Cc1cc(C(=O)O)c2ccccc2n1	7%	2	1%
0	CCOC(=O)c1c(C)nc2sc3c(=O)n(-c4ccc(C(C)=O)cc4)cnc3c2c1-c1ccc(OC)cc1	1%	7	7%
21	CCOc1cc(C(=O)N2CCN(C/C=C/c3ccccc3)CC2)cc(OCC)c1OCC	20%	7	4%
13	CC(=O)Nc1cccc(N2C(=O)CCC2=O)c1	1%	-2	1%
-23	O=C(NC(=S)NC1C2CC3CC(C2)CC1C3)C12CC3CC(CC(C3)C1)C2 (centres undefined)	.	-1	4%
18	CCn1cc([N+](=O)[O-])c(C(=O)Nc2ccc(Br)cn2)n1	-5%	-2	-5%
-23	CCCSc1nnc(-c2ccccc2NC(=O)CC)c(=O)[nH]1	-7%	-6	3%
8	O=C(CCS(=O)(=O)c1cccs1)N1CCCC1	-2%	-1	-2%
13	CCCCn1c(C)cc2cc(O)ccc21	?	-10	-15%
?	O=C(Nc1nnc(-c2ccccn2)o1)c1cccc(Br)c1	.	2	-2%
17	COc1ccc(-c2cc(C(F)F)n3ncc(C(=O)n4ccnc4C)c3n2)cc1	.	.	-2%
5	COC(=O)c1cccc(-n2c(C)cc(C=O)c2C)c1C	.	.	-2%
-22	N#CCc1nn(-c2ccc(Cl)cc2)c(N)c1C#N	.	.	-7%
-16	Cc1cc(=O)oc2c(C(=O)/C=C/c3ccccc3)c(O)ccc12	-5%	6	1%
-3	NC(N)=N/N=C/c1ccc(OCc2ccccc2Cl)cc1	47%[activator]	0	-9%
30	O=c1c(-c2ccccc2)c(O)c2c(n1-c1ccccc1)CCCC2	.	.	2%
25	COc1ccccc1N(CC(O)CN(c1ccccc1)S(C)(=O)=O)S(=O)(=O)c1ccccc1 (centres undefined)	3%	2	-3%
5	Cc1c(Cl)c([N+](=O)[O-])nn1CCCC(=O)Nc1c(Cl)cccc1Cl	.	10	-2%

# Pulled by compound from the entries so far, three records:
PNC assembly inh	Compound	ALOX15B inhib	IMPase cell inh	12-hLO inh
5	Cc1c(Cl)c([N+](=O)[O-])nn1CCCC(=O)Nc1c(Cl)cccc1Cl	.	10	-2%
25	COc1ccccc1N(CC(O)CN(c1ccccc1)S(C)(=O)=O)S(=O)(=O)c1ccccc1 (centres undefined)	3%	2	-3%
-16	Cc1cc(=O)oc2c(C(=O)/C=C/c3ccccc3)c(O)ccc12	-5%	6	1%

# Later entries
PNC assembly inh	Compound	ALOX15B inhib	IMPase cell inh	12-hLO inh
?	Cc1cc(C)c(S(=O)(=O)N2CCCOC2CNC(=O)C(=O)NCCC2=CCCCC2)c(C)c1 (centres undefined)	.	.	5%
-25	CC(=O)C(C)Oc1ccc2c3c(c(=O)oc2c1)CCCC3 (centres undefined)	-2%	4	-14%
-22	CCOC(=O)C1CCN(C(=O)C2CCN(S(=O)(=O)c3cc(Cl)ccc3Cl)CC2)CC1	-2%	1	-1%
16	C=CCN(CC=C)C(=O)C1CC(=O)N(c2ccc(Br)cc2)C1 (centres undefined)	2%	2	-4%
30	COc1ccc(C(=O)N/N=C(\C)Cn2cnc([N+](=O)[O-])n2)cc1	.	.	1%
31	COC(=O)N/N=C/c1cccnc1	.	.	1%
?	CC1Cc2nc(SCC(=O)N3CCCC3)n(C)c(=O)c2S1 (centres undefined)	-1%	-1	-4%
-16	CC1CCN(S(=O)(=O)c2cccc(C(N)=O)c2)CC1	.	.	4%
?	C/C(=N/NC(=O)CN1CCN(Cc2ccccc2Cl)CC1)c1ccncc1	.	0	2%
-15	CNC(=O)CSc1nnc(-c2cccnc2)n1CCc1ccccc1	5%	4	-2%
-19	CCOC(=O)c1c(-c2ccc(C)cc2)csc1NC(=O)CCSc1nnc2ccccn12	.	-7	0%
-23	C=Cn1ccnc1P(=S)(c1ccc2c(c1)c1ccccc1n2CC)c1nccn1C=C	28%	8	-7%
?	CCCCN(C)CCOc1ccccc1OCC	.	.	-5%
25	CCN1C(=O)C2(C(C#N)=C(N)Oc3cc(C)oc(=O)c32)c2ccccc21 (centres undefined)	-6%	-13	-1%
-18	CC(/C=N/NC(=O)CSc1nc2ccccc2n1C)=C\c1ccco1	.	.	-4%
20	CCOCCCNC(=O)CCCn1nc(C)n2c(cc3sccc32)c1=O	0%	0	2%
?	COc1ccc(Cl)cc1NC(=O)COC(=O)C(CC(C)C)N1C(=O)C2CC=CCC2C1=O (centres undefined)	.	22	5%
8	CC1(C)C(=O)Nc2ccccc2N1C(=O)COc1ncnc2c(Cl)cc(Cl)cc12	16%	-3	-8%
?	COC(=O)c1ccc(CSc2nc3ccc(S(=O)(=O)N4CCOCC4)cc3[nH]2)cc1	.	11	-1%
